# KCNH2 3.1 block: qHTS for Inhibitors of KCHN2 3.1: Mutant qHTS | Potassium voltage-gated channel subfamily H member 2, brain isoform KCNH2 3.1 (human) | U2OS KCNH2 3.1, thallium flux FluxOr; hits give low values | activity change, % (tested at about 1.8 µM) | hit rate 0.95% among 340,000 | AID 720553, 2013;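 active = maximum activity change below -70%; inconclusive = maximum activity change from -70% to -50%; inactive = maximum activity change above -50%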;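 note: thallium influx rate constant from kinetic fluorescence after stimulation buffer; % is set by controls: 0 for no effect and ±100 for the full control effect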
#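 Normalized rate constant (relative to positive and negative DMSO controls) derived from a 2 min kinetic fluorescence read after stimulation; U2OS cells expressing the 3.1 isoform via virus at 1.77 x 10^8 /mL.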
# uPA surface inh: qHTS for Inhibitors of Cell Surface uPA Generation | cell surface uPA generation assay, qHTS | hit rate 0.31% among 330,000 | Potency, µM (top dose mostly 38.3 µM), without a hit: at the highest dose activity change, negative = inhibition, actives largely listed as inhibitors; active = well fitted inhibition curve with a large enough effect; inconclusive = small, poorly fitted or top-dose-only effect; inactive = no such curve, though single readings can be large or run the other way; tested in mouse RAW 264.7 cells; note: potency is the fitted concentration of half-maximal effect; % is set by controls: 0 for no effect and ±100 for the full control effect; nearly all actives have a fitted effect of over 55% in size
# ELG1 genotox: qHTS screen for small molecules that induce genotoxicity in human embryonic kidney (HEK293T) cells expressing luciferase-tagged ELG1; HEK293T ELG1-luciferase reporter, luminescence, 16 h; Potency, µM (doses to about 46 µM), without a hit: at the highest dose activity change, positive = activation, most hits filed as activators; hit rate 1.3% among 330,000; note: potency is the fitted concentration of half-maximal effect; % of control where 0% means no effect; nearly all actives have a fitted effect of over 60% in size
#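 Luminescence read-out: rising ELG1-luciferase signal, reflecting elevated ELG1 protein under genetic stress, flags genotoxic compounds. Cells were treated for 16 hr at 37 °C before ONE-Glo detection.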
# Gal4-VP16 FLuc: VP16 counterscreen qHTS for inhibitors of ROR gamma transcriptional activity; Drosophila S2 Gal4-VP16 UAS-luciferase, luminescence, 20 h; Potency, µM (doses to about 53.6 µM), without a hit: at the highest dose activity, negative = inhibition, most hits filed as inhibitors; hit rate 3.5% among 310,000; AID 2546, 2010;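 note: Gal4-VP16 expression switched on by copper sulfate through the metallothionein promoter; potency is the fitted concentration of half-maximal effect; % is set by controls: 0 for no effect and ±100 for the full control effect; nearly all actives have a fitted effect of over 50% in size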
# Rab9 prom act: qHTS Assay for Rab9 Promoter Activators; hit rate 2.8% among 320,000; Huh7 Rab9 promoter-luciferase reporter, luminescence, 24 h; AID 485297, 2010; Potency, µM (titrated, usually from 9.22 µM), for inactives: at the highest dose activation, negative = inhibition, actives largely listed as activators; note: potency is the fitted concentration of half-maximal effect; % of control where 0% means no effect; nearly all actives have a fitted effect of over 60% in size
#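 Huh7 cells stably carrying a Rab9 promoter-luciferase reporter, 1500 cells per well in OP-MEM I with 10% FBS, treated with compound 24 hours at 37C. Luciferase activity read by luminescence after 10 minutes with Amplite reagent.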
# NPC1 promoter act: qHTS Assay for NPC1 Promoter Activators; Huh7 NPC1 promoter luciferase reporter, 24 h; Potency, µM (highest dose often 9.22 µM), for the others: at the top dose activation, actives largely listed as activators; hit rate 2.4% among 320,000; AID 485313, 2010;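 note: potency is the fitted concentration of half-maximal effect; % of control where 0% means no effect; nearly all actives have a fitted effect of over 60% in size; reporter is driven by a mutant NPC1 promoter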
#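 Compounds in DMSO were transferred onto Huh7 NPC1-luciferase reporter cells pre-incubated 2 h; after 24 h at 37 °C, Amplite reagent was dispensed and luminescence recorded 10 min later.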
# Tb PFK block: qHTS Assay to Find Inhibitors of T. brucei phosphofructokinase; Potency, µM (doses to about 57.5 µM), for inactives: at the highest dose activity, negative = inhibition, actives largely listed as inhibitors; hit rate 0.17% among 330,000; AID 485367, 2010; T. brucei PFK, ADP-Glo luminescence;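 note: potency is the fitted concentration of half-maximal effect; 0% = uninhibited 1x PFK enzyme wells and -100% = no-enzyme wells; nearly all actives have a fitted effect of over 60% in size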
#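 ADP-Glo luminescence quantified ADP after 45 min at room temperature, with 1.25 nM T. brucei PFK, 0.1 mM ATP and 0.5 mM fructose-6-phosphate in pH 8.0 TEA buffer. qHTS titrations up to 57 µM; curves classified by quality.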
# FBPA coupling cs: qHTS Assay for Inhibitors of Fructose-1,6-bisphosphate Aldolase from Giardia Lamblia: Coupling assay counterscreen; coupling enzyme system counterscreen, AmpLite Red fluorescence; activity change, negative = inhibition, % at 58.2 µM, hits read low; hit rate 0.67% among 290,000; AID 2472, 2010; in the data active = activity change below about -30%; note: % is set by controls: 0 for no effect and ±100 for the full control effect
#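 Coupling enzymes only (glyceraldehyde-3-phosphate) + compound, at 57.5 uM final, 10 min RT; add substrate/coupling/AmpLite Red mix, 20 min RT; fluorescence ex 525/em 598 nm. Actives flag coupling-system interference.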
# Giardia kill: Small Molecules that selectively kill Giardia lamblia: qHTS; Giardia lamblia trophozoite viability; activity change, % at 7.66 µM, hits read low; hit rate 0.15% among 340,000; in the data active = activity change below about -80%; inconclusive = between about -30% and that limit;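 note: parasites exposed to compound for two days anaerobically before the ATP read; % is set by controls: 0 for no effect and ±100 for the full control effect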
#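 Luminescence from cellular ATP indicates surviving trophozoites (100 cells/well) following 48 hrs anaerobic compound treatment at 37 deg C; signal develops 15-30 min at room temperature.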
# FLuc modulator: qHTS profiling assay for firefly luciferase inhibitor/activator using purifed enzyme and Km concentrations of substrates (counterscreen for miR-21 project); Luciferin 4-monooxygenase (Photinus pyralis), P08659; purified FLuc, Km substrates, luminescence inhibition; Potency, µM (top dose mostly 57.5 µM), for inactives: at the top dose activity change, negative = inhibition, most hits filed as inhibitors; hit rate 6.9% among 360,000;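 note: potency is the fitted concentration of half-maximal effect; plate controls were vehicle for no effect and reference inhibitor for full effect; nearly all actives have a fitted effect of over 55% in size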
# Target sequence (P08659 whole entry, looked up): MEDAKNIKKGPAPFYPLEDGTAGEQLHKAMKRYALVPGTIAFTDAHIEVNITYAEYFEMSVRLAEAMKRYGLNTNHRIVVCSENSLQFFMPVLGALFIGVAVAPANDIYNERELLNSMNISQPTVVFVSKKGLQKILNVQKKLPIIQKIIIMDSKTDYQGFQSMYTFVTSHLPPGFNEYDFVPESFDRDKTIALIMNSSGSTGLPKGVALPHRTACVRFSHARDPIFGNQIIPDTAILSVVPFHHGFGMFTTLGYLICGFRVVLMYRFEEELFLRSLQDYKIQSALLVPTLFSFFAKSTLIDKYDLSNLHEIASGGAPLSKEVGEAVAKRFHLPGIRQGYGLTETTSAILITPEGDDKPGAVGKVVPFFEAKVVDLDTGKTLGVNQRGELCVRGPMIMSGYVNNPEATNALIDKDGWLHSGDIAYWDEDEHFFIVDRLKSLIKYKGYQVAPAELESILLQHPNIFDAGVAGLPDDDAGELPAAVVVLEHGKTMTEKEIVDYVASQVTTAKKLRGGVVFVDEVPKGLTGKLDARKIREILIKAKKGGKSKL
#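 Purified P. pyralis luciferase, 10 nM final, with Km-level 10 uM D-luciferin and 10 uM ATP in 50 mM Tris acetate pH 7.5, 10 mM Mg acetate, 0.01% Tween-20, 0.05% BSA; 6-point qHTS titration about 60 µM downward; luminescence read.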
# RORg inh: qHTS for inhibitors of ROR gamma transcriptional activity | AID 2551, 2010 | Drosophila S2 Gal4-RORgamma UAS-luciferase reporter, 20 h | hit rate 5.4% among 310,000 | Potency, µM (doses to about 53.6 µM), for inactives: at the highest dose activity change, negative = inhibition, most hits filed as inhibitors; note: potency is the fitted concentration of half-maximal effect; % is set by controls: 0 for no effect and ±100 for the full control effect; nearly all actives have a fitted effect of over 60% in size
# Target sequence (P51450 whole entry, looked up, the tested form may be a part): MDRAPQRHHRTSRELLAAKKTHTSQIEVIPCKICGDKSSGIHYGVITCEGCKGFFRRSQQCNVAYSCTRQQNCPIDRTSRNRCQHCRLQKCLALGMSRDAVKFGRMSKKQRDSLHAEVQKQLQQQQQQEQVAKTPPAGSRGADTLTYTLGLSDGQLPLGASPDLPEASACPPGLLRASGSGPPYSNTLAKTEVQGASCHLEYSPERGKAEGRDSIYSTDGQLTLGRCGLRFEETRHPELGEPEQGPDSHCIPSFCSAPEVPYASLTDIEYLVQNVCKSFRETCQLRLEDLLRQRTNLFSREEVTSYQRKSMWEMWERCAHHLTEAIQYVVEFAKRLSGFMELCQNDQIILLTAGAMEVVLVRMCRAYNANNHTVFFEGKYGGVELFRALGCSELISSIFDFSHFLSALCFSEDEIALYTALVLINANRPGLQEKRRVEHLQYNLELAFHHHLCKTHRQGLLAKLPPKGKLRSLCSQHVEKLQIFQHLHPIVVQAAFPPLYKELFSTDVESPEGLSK
#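 Compounds are pin-transferred onto Drosophila Schneider cells expressing a copper-inducible Gal4–ROR gamma transactivation domain fusion. After 1 hr, copper sulfate is added to 700 uM final; luciferase is read 20 hr later.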
# Numbers without * were called inactive; ? = inconclusive; · = not tested or not shown; [ ] = dose if it differs, or a comment. Unless noted, calls come from the whole dose curve; as a rule, active = well fitted curve in the direction sought with a large enough effect; inconclusive = small, poorly fitted or top-dose-only effect, or another doubt; inactive = no such curve, though single readings can be large; an effect the other way counts as inactive or inconclusive.
mol	ELG1 genotox	Gal4-VP16 FLuc	Tb PFK block	uPA surface inh	Rab9 prom act	FBPA coupling cs	RORg inh	FLuc modulator	KCNH2 3.1 block	NPC1 promoter act	Giardia kill
C#CCOCCOCCOCCNc1nc(N2CCN(C(=O)C([C@@H](C)CC)n3cc(C(N)Cc4ccc(O)cc4)nn3)CC2)nc(N2CCN(C(=O)[C@H](CCC(=O)O)n3cc(C(N)[C@H](C)CC)nn3)CC2)n1 (stereo not given in full)	6%	-11%	-2%	5%	-1%	0	-11%	0%	2	1%	-9
CCOC(=O)N1CCN(CCC(=O)c2ccc(Cl)cc2)CC1	3%	?	-20%	-4%	-11%	8	-9%	-4%	2	-4%	-10
CCc1ccc(NC(=O)Cn2nc(C(F)(F)F)c3c2CCC3)cc1	-2%	-16%	2%	11%	-1%	0	4%	0%	5	-3%	-19
CC1(C)CC(=O)C([N+](=O)[O-])=C(NCCCC(=O)O)C1	0%	-3%	0%	31%[activator]	1%	2	-9%	-2%	12	4%	21
O=C(NCc1ccccc1)c1cc(-c2ccco2)on1	?	24%	-15%	·	?	0	?	?	8	?	1
CC(C)Cc1nc2oc3c(NCCCN4CCOCC4)ncnc3c2c2c1CCC2	-13%	-1%	0%	·	-3%	2	5%	1%	1	-2%	4
O=C(CSc1nnc(CNC(=O)c2ccccc2)o1)Nc1ccc2c(c1)OCO2	1%	-8%	-3%	-22%	0%	1	18%	-10%	1	-9%	-8
O=C(Nc1ccc(C(=O)N2CCN(c3ccc(Cl)cc3)CC2)cc1)C1=CSCCO1	-4%	-2%	4%	0%	-8%	·	29%	-2%	-9	-2%	-2
O=C(O)Cc1ccc(NC(=O)c2ccc3c(c2)C(=O)N(CC2CCCO2)C3=O)cc1 (stereo not given)	15%	2%	0%	1%	-4%	·	-4%	-1%	-8	10%	-13
CCCCSc1nnc(CNC(=O)C23CC4CC(CC(C4)C2)C3)n1Cc1ccccc1	-9%	?	-9%	4%	-2%	-1	?	4%	-17	-4%	3
O=c1oc2cc(Br)ccc2n1Cc1ccccc1	3%	-3%	-2%	4%	0%	0	-17%	6%	0	-47%[inhibitor]	-12
CC(C)Nc1nnc(SC(C)C(=O)NCc2ccc3c(c2)OCO3)s1 (stereo not given)	0%	-5%	-4%	5%	0%	0	5%	-1%	-5	0%	2
O=C(CSc1nnc(SCc2ccccc2)s1)N/N=C/C=C\c1ccco1	-2%	?	-13%	-15%	-7%	1	-20%	?	3	-2%	27
CCCNC(=O)C12CCC(C)(C(=O)C1Br)C2(C)C (stereo not given)	-1%	-6%	0%	2%	-3%	2	6%	5%	-1	-4%	12
C[C@H](CO)N1C[C@H](C)[C@@H](CN(C)S(=O)(=O)c2ccccc2)Oc2ccc(NC(=O)Nc3ccc(C(F)(F)F)cc3)cc2C1=O	-14%	·	0%	?	·	·	·	·	1	·	0
COc1ccc(CC2(CO)CCN(Cc3cccc(OC)c3OC)CC2)cc1	0%	-1%	-3%	-3%	-4%	0	13%	-1%	-28	-3%	16
CCc1cc(=O)oc2cc(OCC(=O)N3CCC[C@H]3C(=O)O)ccc12	3%	-3%	2%	1%	1%	7	21%	1%	3	1%	-17
Cc1cccc(OCC(=O)O/N=C(\N)c2ccc(Cl)cc2)c1	1%	9%	2%	6%	3%	-1	8%	-18%	1	-6%	15
Cc1ccccc1OCC(=O)Nc1sc(C(=O)Nc2cccc(C)c2C)c(C)c1C#N	1%	-4%	2%	14%	-20%	0	-6%	-1%	-7	1%	6
Oc1ccc(/C=N/Nc2cc(N3CCCC3)nc(N3CCCC3)n2)cc1O	-5%	-13%	14%	-4%	-4%	-37*	-3%[10 µM]	?	13	1%	9

# Some of these compounds in order of molecular weight, ascending.
mol	ELG1 genotox	Gal4-VP16 FLuc	Tb PFK block	uPA surface inh	Rab9 prom act	FBPA coupling cs	RORg inh	FLuc modulator	KCNH2 3.1 block	NPC1 promoter act	Giardia kill
CCc1cc(=O)oc2cc(OCC(=O)N3CCC[C@H]3C(=O)O)ccc12	3%	-3%	2%	1%	1%	7	21%	1%	3	1%	-17
O=C(O)Cc1ccc(NC(=O)c2ccc3c(c2)C(=O)N(CC2CCCO2)C3=O)cc1 (stereo not given)	15%	2%	0%	1%	-4%	·	-4%	-1%	-8	10%	-13
Cc1ccccc1OCC(=O)Nc1sc(C(=O)Nc2cccc(C)c2C)c(C)c1C#N	1%	-4%	2%	14%	-20%	0	-6%	-1%	-7	1%	6

# (more compounds)
mol	ELG1 genotox	Gal4-VP16 FLuc	Tb PFK block	uPA surface inh	Rab9 prom act	FBPA coupling cs	RORg inh	FLuc modulator	KCNH2 3.1 block	NPC1 promoter act	Giardia kill
O=C(c1ccc(N2CCCC2=O)cc1)N1CCN(c2cccc(C(F)(F)F)c2)CC1	-1%	·	-8%	-3%	0%	·	·	6%	-14	-5%	13
CC(=O)c1cccc(NC(=O)CCNC(=O)c2cccc(C)c2)c1	-5%	7%	-5%	1%	-3%	1	-14%	1%	26	-1%	3
CN(C)c1nc(NCc2ccccc2)nc(N/N=C/c2ccc(Br)cc2)n1	7%	13µM*	7%	13%	-16%	0	2.8µM*	-1%	-13	-2%	-3
CCN(CC)C(=O)c1sc(NC(=O)c2c(OC)cccc2OC)c(C#N)c1C	0%	-6%	-3%	-3%	-1%	0	26%	-16%	-14	0%	2
CCN(CC(=O)Nc1ccc2c(c1)OCCO2)c1nc(-c2cccnc2)nc2ccccc12	-12%	-26%	4%	5%	-6%	2	40%	-6%	-15	-1%	-14
Cc1onc(-c2ccccc2Cl)c1C(=O)Nc1nnc(C(C)C)s1	-1%	?	0%	11%	-2%	6	?	3%	7	-1%	-11
O=C(/C=C/c1cccc([N+](=O)[O-])c1)OCC(=O)N1CCN(C(=O)c2ccco2)CC1	0%	·	-6%	9%	·	·	·	·	-13	·	27
O=C(NCc1cccnc1)c1nnc(Cc2ccc(F)cc2)o1	-1%	4%	-1%	6%	9%	0	7%	1%	-10	-1%	-2
CCCCCCOc1ccc(NC(=O)CC2C(=O)N(CC)C(=S)N2Cc2ccco2)cc1 (stereo not given)	-6%	?	-2%	-6%	-5%	-5	?	2%	-11	-1%	-25
COCCNC(=O)CSc1ccc(-c2nc3ccccc3[nH]2)cn1	1%	-2%	-1%	3%	5%	5	24%	?	4	-6%	11
CCn1cc(C(=O)OCC(=O)Nc2ccc(S(=O)(=O)N3CCCC3)cc2)c(=O)c2ccc(C)nc21	5%	4%	-2%	0%	-3%	-4	-4%	-1%	-7	-5%	-20
COc1cc(/C=N/NC(=O)c2ccc(N(C)S(=O)(=O)c3ccccc3)cc2)cc(OC)c1OC	-7%	?	-4%	-9%	-12%	-1	12%	-2%	0	0%	6
COc1ccc(-n2ncc3c2CC(C)(C)CC3NC(=O)CCc2c(C)noc2C)cc1 (stereo not given)	7%	-4%	1%	-6%	0%	·	?	-1%	·	-2%	-9
O=C(/C=C/c1ccccc1Cl)OCC(=O)N1CCCC1	1%	·	0%	-3%	·	·	·	·	4	·	16
Nc1ncc(-c2ccccc2)c(-c2ccc(OCc3ccccc3)cc2O)n1	0%	-10%	0%	-1%	-3%	0	40%	-2%	-13	1%	-15
Cc1cccc(NC(=O)C2CCCN(c3nc(C)cc(C)n3)C2)c1 (stereo not given)	-12%	?	1%	·	-8%	-5	-32%	0%	10	1%	-15
CSc1ncccc1C(=O)Nc1cccc(S(=O)(=O)N2CCCCC2)c1	1%	·	0%	-24%	-4%	·	·	·	-9	-3%	-19
O=C(CSC1=NS(=O)(=O)c2cc(Cl)ccc2N1)Nc1ccccc1C(F)(F)F	-1%	·	-23%	5%	8%	·	·	?	-17	0%	35[activator]
COc1ccc(S(=O)(=O)NCCSC(C)(C)C)cc1	-2%	-23%	2%	·	-3%	5	25%	3%	-6	0%	-10
O=C(CCS(=O)(=O)c1ccccc1)Nc1nc2c(s1)CCCC2	5%	9%	3%	?	-5%	0	?	-2%	10	3%	7
COc1ccccc1N(C)S(=O)(=O)c1ccc(C(=O)OC(C)C(=O)NCc2ccc3c(c2)OCO3)cc1 (stereo not given)	-10%	-18%	1%	-3%	-13%	-1	34%	-1%	2	-7%	-13

# Rows are unselected; overall some 14% were active at least once.
